High-throughput results (PubChem BioAssay)
TWEAK Fn14 block – inhibitors of TWEAK-Fn14 interaction signaling | inhibition, % at 10 µM | TWEAK-stimulated Fn14 reporter cells, luciferase luminescence, 8 h | actives 2% (n = 360,000); in the data active = inhibition above about 50%
NR5A2 inv ag – inverse agonists of human LRH-1 (NR5A2); O00482; HEK293T StAR-luciferase reporter, LRH-1 transfected, 24 h; inhibition, % at 3.6 µM; actives 0.13% (n = 360,000);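 active = inhibition above the mean inhibition of all tested compounds plus 3 SD, cut at about 73% in these data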;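 note: 0% = DMSO wells and 100% = reporter-only cells lacking LRH-1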
NCOA1 inh – human NCOA1 inhibition; HEK293 GAL4-SRC1 luciferase reporter, luminescence; inhibition, % at 3.6 µM; actives 0.12% (n = 360,000); AID 588354;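 active = inhibition above the campaign mean plus 3 SD, with each screening campaign given its own cutoff, cut at about 60% in these data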;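 note: 0% = DMSO treated cells and 100% = gossypol at 36 µM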
NCOA3 inh – inhibits human SRC3 coactivator; HEK293 GAL4-SRC3 luciferase reporter, luminescence; actives 0.17% (n = 360,000); inhibition, % at 3.6 µM; AID 588352; Q9Y6Q9;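 active = inhibition above a per-campaign cutoff, the mean of all compounds plus 3 SD, cut at about 60% in these data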;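 note: 0% = DMSO-treated cells and 100% = gossypol-treated cells at 36 µM; higher means less SRC3-driven luciferase light from the GAL4 reporter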
TROY signal inh – inhibitors of TROY-dependent NF-kB signaling; AID 1347056; Q293 LMP1-TROYcd NF-kB luciferase reporter, 4 h; actives 0.98% (n = 360,000); inhibition, % at 10 µM;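 active = compounds whose plate-normalised and pattern-corrected inhibition of the luciferase reporter signal at the single screening dose is 50% or more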
SRC2 inh – human SRC2 (NCOA2) inhibition; HEK293 GAL4-SRC2 luciferase reporter, luminescence; inhibition, % at 9 µM; actives 0.17% (n = 370,000); AID 651957;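 active = inhibition above the mean inhibition of all tested compounds plus 3 SD, set per campaign, cut at about 52% in these data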;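 note: 0% = DMSO treated cells and 100% = cells given Gossypol at 36 µM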
COUP-TFII inh – NR2F2 (human) inhibition, primary screen | P24468 | actives 0.7% (n = 370,000) | HEK293T NGFI-A luciferase reporter, luminescence | AID 686940 | inhibition, % at 8.6 µM;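 active = inhibition above a per-plate cutoff, mean inhibition of test wells between control levels plus 3 SD, cut at about 38% in these data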;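 note: cells cotransfected with COUP-TFII expression vector driving the NGFI-A reporter; 0% = median of COUP-TF2 test wells and 100% = reporter-only cells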
TLR9-MyD88 block – inhibitors of human TLR9-MyD88 binding; Q9NR96+Q99836; CHO BLA complementation TLR9-MyD88, CCF4 FRET ratio; inhibition, % at 4.98 µM; actives 0.21% (n = 340,000); AID 504734;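 active = inhibition above the mean over all tested compounds plus 3 SD, cut at about 21% in these data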;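 note: 0% = DMSO only wells and 100% = clavulanate BLA inhibitor control wells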
Target sequence (Q99836 whole entry, looked up): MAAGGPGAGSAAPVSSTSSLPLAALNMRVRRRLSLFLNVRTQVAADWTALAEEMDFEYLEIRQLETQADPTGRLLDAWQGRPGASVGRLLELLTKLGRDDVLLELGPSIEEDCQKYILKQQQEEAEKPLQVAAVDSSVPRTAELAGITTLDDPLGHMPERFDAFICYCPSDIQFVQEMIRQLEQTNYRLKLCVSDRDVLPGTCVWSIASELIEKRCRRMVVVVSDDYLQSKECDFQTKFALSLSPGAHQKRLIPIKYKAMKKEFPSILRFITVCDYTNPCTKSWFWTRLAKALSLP
Target sequence (Q9NR96 whole entry, looked up): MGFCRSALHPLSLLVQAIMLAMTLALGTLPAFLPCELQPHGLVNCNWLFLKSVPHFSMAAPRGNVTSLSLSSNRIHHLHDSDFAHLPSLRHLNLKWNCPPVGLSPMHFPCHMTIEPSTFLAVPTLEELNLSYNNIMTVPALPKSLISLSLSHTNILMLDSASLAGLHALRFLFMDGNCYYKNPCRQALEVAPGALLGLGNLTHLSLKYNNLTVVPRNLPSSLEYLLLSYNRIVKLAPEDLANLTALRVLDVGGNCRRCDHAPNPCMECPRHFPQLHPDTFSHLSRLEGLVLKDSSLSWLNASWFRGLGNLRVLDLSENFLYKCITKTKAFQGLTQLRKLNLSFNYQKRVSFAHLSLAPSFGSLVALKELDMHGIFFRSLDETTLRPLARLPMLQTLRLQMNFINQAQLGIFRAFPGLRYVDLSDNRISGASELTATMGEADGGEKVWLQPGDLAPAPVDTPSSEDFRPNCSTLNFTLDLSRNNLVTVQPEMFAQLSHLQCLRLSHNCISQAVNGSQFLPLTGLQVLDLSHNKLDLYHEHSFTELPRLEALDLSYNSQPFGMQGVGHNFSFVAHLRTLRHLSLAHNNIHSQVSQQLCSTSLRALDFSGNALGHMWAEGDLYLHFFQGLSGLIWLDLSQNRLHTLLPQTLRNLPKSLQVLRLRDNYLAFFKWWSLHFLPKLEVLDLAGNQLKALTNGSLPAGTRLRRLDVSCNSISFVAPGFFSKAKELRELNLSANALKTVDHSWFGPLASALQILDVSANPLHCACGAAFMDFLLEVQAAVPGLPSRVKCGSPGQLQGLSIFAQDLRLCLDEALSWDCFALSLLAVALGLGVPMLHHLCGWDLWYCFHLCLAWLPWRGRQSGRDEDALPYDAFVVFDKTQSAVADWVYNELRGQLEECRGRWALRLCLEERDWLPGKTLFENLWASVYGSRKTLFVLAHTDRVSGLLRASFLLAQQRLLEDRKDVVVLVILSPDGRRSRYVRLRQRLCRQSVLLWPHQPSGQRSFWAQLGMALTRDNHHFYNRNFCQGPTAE
NOD2-RIPK2 inh – NOD2-RIPK2 protein interaction inhibition; actives 0.38% (n = 360,000); AID 624267; CHO BLA complementation NOD2-RIPK2, CCF4 ratio; O43353; inhibition, % at 4.98 µM; in the data active = inhibition above about 21%;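 note: 0% = vehicle only and 100% = reference blocker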
Granule exo inh – lytic granule exocytosis inhibition. actives 0.66% (n = 360,000). AID 651702. inhibition, % at 10 µM. TALL-104 LAMP-1 surface exposure, flow cytometry; cells stimulated with thapsigargin and PMA;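 active = inhibition above about 55%, limit read from the data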
ABHD5 PLIN5 PPI – inhibitors of human ABHD5-perilipin-5 interaction; actives 0.78% (n = 360,000); Split G. princeps luciferase complementation, luminescence, 4 h; AID 602281; inhibition, % at 4 µM; Q00G26+Q8WTS1;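 active = inhibition above the mean inhibition across every tested compound plus 3 SD, cut at about 22% in these data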;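 note: 0% = DMSO only wells and the 100% control is not disclosed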
Active calls of the source: *; nt = not tested or not shown. This is a subset. The share of hits here may be higher or lower than overall.

item	SMILES	TWEAK Fn14 block	NR5A2 inv ag	NCOA1 inh	NCOA3 inh	TROY signal inh	SRC2 inh	COUP-TFII inh	TLR9-MyD88 block	NOD2-RIPK2 inh	Granule exo inh	ABHD5 PLIN5 PPI
1	Cc1ccc(Cn2nnnc2CN2CCC(O)(c3ccccc3F)CC2)cc1	0	16	7	-5	-26	-12	11	0	3	0	7
2	CCc1c(C2(O)CCCCC2)[nH]c2ccc(C#N)cc12	21	-61	3	3	9	-1	19	4	3	2	-13
3	CCOC(=O)C(C)Sc1nc(-c2ccccc2)nc2ccc(F)cc12 (stereo unspecified)	1	-5	-5	-8	-9	-3	-8	-7	3	5	4
4	CCCn1c(SCC(=O)N(C)CC(=O)Nc2ccc(Cl)cc2)n[nH]c1=O	12	6	-3	-26	14	-7	-4	-7	5	-3	-4
5	CCCCOC(=O)c1ccc(NC(=O)CN2C(=O)NC3(CCCCCC3)C2=O)cc1	-82	2	-1	4	-8	15	26	-9	-1	-4	-10
6	N#Cc1ccc(/C=N/NC(=O)c2cccc(S(=O)(=O)N3CCOCC3)c2)cc1	14	-6	8	-7	10	-18	-10	7	3	2	1
7	CCN(CC)S(=O)(=O)c1ccc(F)c(C(=O)OC2CC(C)OC2=O)c1 (stereo unspecified)	15	-14	0	-20	-5	11	3	-1	10	6	-1
8	CCc1nnc(NS(=O)(=O)c2ccc(NS(=O)(=O)c3ccccc3)cc2)s1	21	6	7	0	-2	-6	-13	-2	9	0	-7
9	O=C(NCCc1ccccc1)c1ccc2c(c1)OCCO2	99*	56	48	53	83*	76*	71*	-4	0	4	-6
10	COc1cccc(CNC(=O)C2CCN(S(=O)(=O)c3cnc[nH]3)CC2)c1	-3	5	0	12	19	-1	6	-9	-9	0	-1
11	O=S(=O)(/C=C/c1ccccc1)NCc1ccccc1Cl	33	10	2	-8	-6	2	7	3	2	-3	-7
12	CC1Cc2ccccc2N1C(=O)CO/N=C/c1ccc(OC(F)F)cc1 (stereo unspecified)	0	15	13	-5	-11	-6	7	-10	0	-6	-1
13	CC(C)C(=O)NC(Nc1cccc2cccnc12)C(Cl)(Cl)Cl (stereo unspecified)	18	6	-37	8	1	-15	18	2	-1	-4	-3
14	CC(C)CC1CCCCC1OC(=O)CN1CCCCC1 (stereo unspecified)	0	-6	-20	2	-14	-12	-8	0	1	2	4
15	CC(=O)c1cccc(NC(=O)C2COc3ccccc3O2)c1 (stereo unspecified)	-18	-49	-82	-62	-33	-34	-34	-10	-4	-4	-2
16	O=C(N/C(=C/c1ccco1)C(=O)N1CCCCCC1)c1cccs1	21	18	22	-24	-21	-2	-1	12	-2	-1	19
17	Cc1cccc(NC(=O)C2C(c3ccccc3)C2(Cl)Cl)c1 (stereo unspecified)	9	-6	-15	10	13	0	-6	3	5	3	-4
18	Cn1c(=O)c2c(O)c(Cc3ccccc3)c(=O)[nH]c2n(C)c1=O	2	-4	-17	6	-13	-4	15	7	-1	-2	2
19	CCOc1cc(/C=C2\N=C(C)OC2=O)cc(Br)c1OCC(=O)OC	6	7	-5	18	2	-4	5	-2	-2	-1	6
20	O=C(COc1ccc(S(=O)(=O)NC2CCCC2)cc1)N1CCCCCC1	0	-14	-12	11	-4	20	-4	-5	6	-5	-5
21	CCCOc1ccc(N2C(=O)CC(N3CCN(c4ccc([N+](=O)[O-])cc4)CC3)C2=O)cc1 (stereo unspecified)	12	5	-7	11	17	18	4	-6	-5	16	1
22	Cc1cccc(NC(=O)Cn2nnc(C(=O)NCc3ccco3)c2N)c1	-1	10	-8	2	1	4	-2	-5	-2	-1	2
23	CCN(CC)c1ncnc2c1ncn2[C@H]1CN(Cc2ccccc2)C[C@@H](COC(C)=O)O1	-30	-6	-5	-3	-5	-5	14	nt	2	4	-7
24	O=C(CCCN1C(=O)/C(=C\c2cccc(Br)c2)SC1=S)Nc1cccnc1	37	13	-6	14	11	5	17	3	8	0	4
25	CN(C)S(=O)(=O)c1cc(NC(=O)CSc2ncc(C(F)(F)F)cc2Cl)ccc1Cl	17	0	1	10	42	-6	-2	4	1	-1	-8
26	C#CCOCCOCCOCCNc1nc(N2CCN(C(=O)[C@H]([C@@H](C)CC)n3cc(CCC(=O)O)nn3)CC2)nc(N2CCN(C(=O)[C@H](CCCCN)n3cc(CC(C)O)nn3)CC2)n1 (stereo partly specified)	-5	-5	-9	-1	-3	6	10	0	2	-3	-1
27	Cc1ccc(S(=O)(=O)N(C)C)cc1NC(=O)c1cc(=O)[nH]c2ccccc12	-14	19	-4	-1	-6	-36	7	-6	-2	-6	-12
28	CCC(C(=O)NC(C)(C)C)n1c(-c2ccccc2)nc2ccccc21 (stereo unspecified)	nt	7	nt	nt	nt	1	17	nt	-6	-16	10
29	CCN(CC(=O)NC(=O)NCc1ccccc1)Cc1nc2ccccc2c(=O)[nH]1	5	-2	-11	20	3	-3	4	3	-4	-4	1
30	Cc1ccc(C)c(OCc2cc(C(=O)N(C)Cc3nccs3)no2)c1	-10	-30	-7	-50	-35	-21	-12	-3	1	3	-9
31	CN(c1nc2ccccc2n2c(-c3ccco3)nnc12)S(=O)(=O)c1ccccc1	-11	-10	-19	-8	-13	-24	6	-9	-5	0	12
32	Cc1ccc(CN2C(=O)N/C(=C\c3ccc(N4CCOCC4)cc3)C2=O)cc1	-23	7	-10	6	-7	-7	-21	0	-2	4	-1
33	Cc1ccccc1OCC1Cn2c(nc3c2c(=O)n(C)c(=O)n3C)O1 (stereo unspecified)	3	0	-14	1	14	9	7	-1	0	0	-3
34	O=C(c1cc2ccccc2oc1=O)N1CCOCC1	-21	-87	-69	-67	-40	-66	-28	-8	0	-5	3
35	COc1ccc(N(CC(=O)Nc2nc3ccc(C)cc3s2)S(=O)(=O)c2c(C)nn(C)c2C)cc1	34	-13	-3	-1	12	23	12	11	6	-1	-9
36	CCOc1ccc2[nH]cc(S(=O)(=O)c3ccc(C)cc3)c(=O)c2c1	-5	-35	6	5	18	22	6	7	-17	0	0
37	O=C(CNC(=O)c1ccc(-c2ccccc2)cc1)Nc1ccc(S(=O)(=O)Nc2ncccn2)cc1	-13	3	-7	5	-11	-40	2	0	-2	-9	-2
38	O=C(COC(=O)c1cc(Cl)ccc1O)c1ccc2c(c1)OCO2	-16	-10	-65	-37	-39	-31	-10	4	-2	-10	3
39	CCc1nn(CC(=O)NCCCN(C)C2CCCCC2)c(=O)c2cc3occc3n12	-11	4	2	12	1	nt	nt	4	-19	-1	-2
40	CCCCC(c1nnnn1Cc1ccco1)N1CCN(c2nc3ccccc3s2)CC1 (stereo unspecified)	-12	-3	-20	17	1	-8	24	-2	-4	-2	5

Copied from the list.
NCOA3 inh with entry 35 is entered as -1
COUP-TFII inh with entry 34 is entered as -28

Carrying on.
item	SMILES	TWEAK Fn14 block	NR5A2 inv ag	NCOA1 inh	NCOA3 inh	TROY signal inh	SRC2 inh	COUP-TFII inh	TLR9-MyD88 block	NOD2-RIPK2 inh	Granule exo inh	ABHD5 PLIN5 PPI
41	Nc1nnc(SCC(=O)Nc2ccc3c(c2)OCCO3)s1	2	-5	-22	-28	-19	-28	-2	-1	8	-2	5
42	COc1ccc(CC(=O)Nc2ccc(N3CCOCC3)cc2)cc1S(=O)(=O)N1CCOCC1	-13	5	-8	21	-5	-5	10	-6	-12	-1	-4
43	CCCCCC(=O)Nc1ccc(S(=O)(=O)Nc2ccc(Cl)nn2)cc1	14	12	16	11	4	6	-18	8	-15	-1	12
44	CCOc1ccc(NC(=O)CN(C)C(=O)c2cc3c(s2)CCC3)cc1OCC	11	-11	-13	-2	-2	0	2	-6	4	-1	-7
45	COc1ccc(N2CCN(CC(=O)Nc3ccc(C)cc3)CC2)cc1	0	3	-13	-49	-3	13	4	6	6	-30	-15
46	CCCCC(=O)Nc1ccc(NC(=O)c2ccc3c(c2)OCO3)cc1OC	-19	-16	-33	6	-10	-18	1	3	-4	-2	-6
47	Cc1ccc(-n2[nH]c(C)c(/C=C3/C=Nc4ccccc43)c2=O)cc1C	-4	7	-9	-7	-78	-13	-17	-15	1	-2	-3
48	CCCC1C(=O)N2C(N(C)C)=Nc3ccc(C)cc3N2C1=O (stereo unspecified)	-18	-19	-11	3	-13	-1	-5	-2	-7	-3	-2
49	Cc1ccc(S(=O)(=O)N(C)C)cc1NC(=O)C(C)N(C)Cc1sccc1C (stereo unspecified)	25	12	-18	-3	25	30	29	0	-8	54	-2
50	CCOC(=O)c1c(C)[nH]c(C(=O)COC(=O)CNC(=O)c2ccccc2Cl)c1C	-26	-32	-25	-8	-104	-20	-38	-7	-8	3	5
51	O=C(Cn1cc(S(=O)(=O)Cc2ccccc2F)c2ccccc21)N1CCOCC1	3	-12	12	-27	-9	-28	-19	-4	-9	-2	-1
52	COC(=O)[C@@H]1OC(=O)[C@H]2O[C@@]23[C@@]1(C)CC[C@@H]1[C@@]2(C)C=CC(=O)OC(C)(C)[C@@H]2CC(=O)[C@]13C	-5	-6	4	-19	8	-15	-5	3	-13	18	2
53	CCCCc1cc(=O)oc2c(C)c(OCc3nn[nH]n3)ccc12	5	10	17	18	10	-19	3	-3	-8	-3	0
54	COc1ccc(CNc2ncnc3sccc23)cc1	31	34	8	28	33	32	49*	2	5	5	8
55	Cc1ccc2[nH]cc(CCCN3C(=O)c4ccccc4C3=O)c2c1	-48	-15	3	-15	-19	14	12	-13	-9	1	-1

Pulled by structure from the list above:
item	SMILES	TWEAK Fn14 block	NR5A2 inv ag	NCOA1 inh	NCOA3 inh	TROY signal inh	SRC2 inh	COUP-TFII inh	TLR9-MyD88 block	NOD2-RIPK2 inh	Granule exo inh	ABHD5 PLIN5 PPI
51	O=C(Cn1cc(S(=O)(=O)Cc2ccccc2F)c2ccccc21)N1CCOCC1	3	-12	12	-27	-9	-28	-19	-4	-9	-2	-1
54	COc1ccc(CNc2ncnc3sccc23)cc1	31	34	8	28	33	32	49*	2	5	5	8
